Rin1 Abl inh = human Rin1-Abl interaction inhibition | inhibition, % at 7.35 µM | P00519+Q13671 | 360,000 tested, 0.4% active | TR-FRET Rin1/Abl binding, biochemical | AID 588664; in the data active = inhibition above about 5%, passing the limit was not always enough
Neddylation inh = cullin neddylation inhibition; P61081+Q13564; TR-FRET cullin neddylation, biochemical; calls only at 25 µM; 360,000 tested, 0.58% active; AID 651699; in the data active = inhibition above about 36%
LMPTP block = LMPTP (human) inhibition; P24666; recombinant LMPTP-A, OMFP fluorogenic substrate, fluorescence intensity; inhibition, % at 20 µM; 360,000 tested, 0.22% active; AID 651560;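 active = compounds that cut the enzyme signal by at least half of the control window in the single-dose screen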;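 note: plate controls were DMSO wells with enzyme plus substrate for no effect and substrate without enzyme for full effect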
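Assay system: LMPTP-A enzyme. Input: 0.625 nM LMPTP-A final. Probe or stimulus: 400 µM OMFP. Compound dosing: single 20 µM dose. Schedule: 50 min dark incubation at room temperature. Detection: fluorescence intensity of OMFP turnover product. Read-out: percent inhibition versus substrate-only and uninhibited controls. Benchmarks: no-enzyme low control, uninhibited high control.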
CSN deneddyl inh = inhibitors of human CSN-mediated cullin deneddylation; Purified CSN, SCF-Nedd8-OG deneddylation, fluorescence polarization; inhibition, % at 12.5 µM; 360,000 tested, 0.38% active; AID 651999;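 active = pattern-corrected inhibition above about 35%, with an unprinted fluorescence ratio check between 0.5 and 1.5, limit read from the data, passing the limit was not always enough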;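 note: 0% = enzyme with substrate and 100% = substrate without enzyme; some results filed as inactive read as strong as hits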
Target sequence (Q92905 whole entry, looked up, one chain of several): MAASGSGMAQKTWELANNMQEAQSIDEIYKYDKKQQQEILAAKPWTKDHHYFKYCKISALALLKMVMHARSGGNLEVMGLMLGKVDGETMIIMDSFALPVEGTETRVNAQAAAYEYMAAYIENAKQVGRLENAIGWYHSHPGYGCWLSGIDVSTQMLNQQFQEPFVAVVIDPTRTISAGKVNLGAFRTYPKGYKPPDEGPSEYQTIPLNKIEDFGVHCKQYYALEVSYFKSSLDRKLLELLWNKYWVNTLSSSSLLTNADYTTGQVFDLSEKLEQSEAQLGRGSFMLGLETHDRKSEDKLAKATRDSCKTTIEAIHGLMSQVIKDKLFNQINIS
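Test system: Human Csn5 produced in HEK293T cells | Compound: 12.5 µM single point | Times: 90 min, room temperature | Signal: Fluorescence polarization readout | Read-out basis: % inhibition of substrate cleavage by Csn5 | Controls: no-enzyme wells high, enzyme-with-substrate wells low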
Rpn11 inh = blocks the human proteasome subunit Rpn11 | human 26S proteasome, Ub4-pepOG fluorescence polarization; 20S core pre-blocked with epoxomicin | calls only at 20 µM | AID 588493 | 360,000 tested, 0.59% active | O00487;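 active = inhibition at 20 µM, scaled to each plate's controls, above about 33%, limit read from the data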
DNMT1 inh = DNMT1 (human) enzyme inhibition; 360,000 tested, 0.83% active; inhibition (reported as % activation of signal), % at 10 µM; DNMT1 molecular beacon, Hinp1I cleavage, fluorescence; in the data active = inhibition above about 50%
STEP inh = STEP (human) phosphatase inhibition; P54829; recombinant STEP, OMFP fluorogenic substrate, fluorescence; inhibition, % at 20 µM; 360,000 tested, 0.25% active; AID 588621;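 active = inhibition at 20 µM, scaled per plate between control wells, above about 37%, limit read from the data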;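 note: 0% = DMSO with enzyme and substrate and 100% = substrate only without enzyme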
Target sequence (P54829 whole entry, looked up): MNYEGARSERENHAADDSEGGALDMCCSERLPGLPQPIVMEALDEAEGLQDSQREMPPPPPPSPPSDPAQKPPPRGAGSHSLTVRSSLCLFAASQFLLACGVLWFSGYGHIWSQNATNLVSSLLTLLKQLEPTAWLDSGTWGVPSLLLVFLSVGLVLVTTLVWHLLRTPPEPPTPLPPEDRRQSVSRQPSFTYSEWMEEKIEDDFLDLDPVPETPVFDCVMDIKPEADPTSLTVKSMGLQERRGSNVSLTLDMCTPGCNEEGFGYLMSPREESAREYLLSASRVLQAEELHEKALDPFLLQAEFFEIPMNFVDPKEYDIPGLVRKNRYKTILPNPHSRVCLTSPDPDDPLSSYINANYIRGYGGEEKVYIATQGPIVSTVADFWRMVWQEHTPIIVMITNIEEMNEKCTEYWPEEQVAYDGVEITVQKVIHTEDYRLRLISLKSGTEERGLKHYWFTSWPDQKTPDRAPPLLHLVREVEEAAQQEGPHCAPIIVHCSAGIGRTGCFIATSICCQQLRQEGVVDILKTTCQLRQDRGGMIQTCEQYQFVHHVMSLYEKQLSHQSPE
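Material: STEP (striatal-enriched tyrosine phosphatase) enzyme, cell-free | Medium: 50 mM Bis-Tris pH 6.0 with 2.5 mM DTT and 0.005% Tween 20 | Read-out: Percent inhibition scaled to no-enzyme and uninhibited-enzyme controls, plate-pattern corrected | Signal: Fluorescence read at 480 nm ex / 540 nm em | Times: 20 min reaction, room temperature, in the dark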
NadD block = NadD (S. aureus) enzyme inhibition. purified NadD enzyme, colorimetric absorbance read-out. inhibition, % at 20 µM. 360,000 tested, 0.78% active. AID 602399; in the data active = inhibition above about 26%; note: some compounds past the cut are filed as inactive
SUMO1-SIM PPI = alters human SUMO1 binding to SIM partners; P63165; SUMO1 binding to a labelled peptide, TR-FRET, 1 h; inhibition, % at 20 µM; 360,000 tested, 0.33% active; in the data active = inhibition above about 37%
Target sequence (P63165 whole entry, looked up): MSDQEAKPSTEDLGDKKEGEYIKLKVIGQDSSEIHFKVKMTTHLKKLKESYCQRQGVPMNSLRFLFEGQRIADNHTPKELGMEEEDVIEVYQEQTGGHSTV
Scp1 inh = blocks human Scp-1 phosphatase activity; inhibition, % at 20 µM; AID 493091; 340,000 tested, 0.88% active; Recombinant Scp1, phosphopeptide, malachite green phosphate absorbance;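 active = inhibition above about 50% at 20 µM, limit read from the data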;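 note: plate controls were DMSO wells with enzyme for no effect and wells lacking enzyme for full effect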
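System: SCP-1 catalytic domain; Reagent: Phospho 17-mer peptide substrate; Doses: one concentration, 20 µM, with 1.0% DMSO; Incubation: 45 min room-temperature reaction, 5 min colour, 30 min stabiliser; Signal: Phosphate-binding colour reagent, absorbance read at 630 nm.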
Numbers without * were called inactive; i = inactive; / = no result given.

The first 2 records, ahead of the listing:
Screens in order: Rin1 Abl inh, Neddylation inh, LMPTP block, CSN deneddyl inh, Rpn11 inh, DNMT1 inh, STEP inh, NadD block, SUMO1-SIM PPI, Scp1 inh
[1] COc1ccc(NC(=S)NCCc2c[nH]c3ccc(OC)cc23)c(OC)c1
 : 1.4, i, 0.5, -3.0, i, -6.0, -2.3, -0.8, -1.0, -5.9
[2] Cc1ccc(CCNC(=O)CCS(=O)(=O)c2ccc3c(c2)oc(=O)n3C)cc1
 : -1.2, i, 0.6, -3.7, i, 4.3, -4.1, 5.9, 0.8, -0.3

Main list, from the start:
Screens in order: Rin1 Abl inh, Neddylation inh, LMPTP block, CSN deneddyl inh, Rpn11 inh, DNMT1 inh, STEP inh, NadD block, SUMO1-SIM PPI, Scp1 inh
[1] COc1ccc(NC(=S)NCCc2c[nH]c3ccc(OC)cc23)c(OC)c1
 : 1.4, i, 0.5, -3.0, i, -6.0, -2.3, -0.8, -1.0, -5.9
[2] Cc1ccc(CCNC(=O)CCS(=O)(=O)c2ccc3c(c2)oc(=O)n3C)cc1
 : -1.2, i, 0.6, -3.7, i, 4.3, -4.1, 5.9, 0.8, -0.3
[3] Cn1c(=O)c2c(SCc3ccccn3)nc(C3CC3)nc2n(C)c1=O
 : 1.5, i, -1.3, -1.0, i, 4.8, 0.7, 1.9, 11.1, 6.0
[4] CCOc1ccccc1N1CCN(C(=O)c2ccc(S(=O)(=O)Nc3ccccc3)cc2)CC1
 : 0.6, i, 1.9, 0.7, i, 4.1, -1.9, 2.2, 0.1, -3.3
[5] CCOc1ccccc1NC(=O)c1cccc(NC(=O)C2CCCC2)c1
 : -1.7, i, -0.1, -1.4, i, -0.9, -2.0, -4.3, 1.9, 0.3
[6] COc1ccc(C2CCCCCN2Cc2nc3ccccc3c(=O)n2CC(N)=O)cc1 (stereo not drawn)
 : 0.4, i, 2.3, -0.1, i, 0.8, -0.4, 0.7, 9.1, -3.6
[7] O=C(/C=C/NNC(=O)c1ccccc1)c1ccc(Br)cc1
 : -0.9, i, -0.3, 7.0, i, 0.9, -2.1, 1.1, -13.2, 1.1
[8] CCCCN1C(N)=NC[C@@H]1CCCCN
 : 5.9, i, -2.0, -1.2, i, 5.7, -3.5, -1.9, -1.2, -0.3
[9] COc1ccc2cc3cc(C(=O)NCc4cccs4)oc3nc2c1
 : 0.0, /, 3.4, 10.0, i, 16.8, 2.9, -3.4, -2.6, -7.2
[10] Cc1nc(/C(N)=N/OC(=O)c2ccccc2Cl)c(C(F)(F)F)o1
 : 0.1, i, -1.7, -1.9, i, 2.6, 1.4, -1.9, -0.9, -2.2
[11] CC1(c2cccc(N)c2)OCCO1
 : 2.2, i, -1.7, 4.4, i, 1.6, -1.0, -0.8, 4.1, /
[12] O=C(c1ccc(F)cc1)C1CCN(C(=O)c2c(F)cccc2F)CC1
 : -0.2, i, -1.5, 5.7, i, -0.6, 2.2, -9.7, -0.2, -2.8
[13] Cc1ccc(-n2ncc3c(=O)[nH]c(SCC(=O)N4CC(=O)Nc5ccccc54)nc32)cc1
 : -1.7, i, -3.3, 2.7, i, -3.3, -0.3, 5.8, -0.8, -15.3
[14] Fc1ccc(-n2cc(-c3ccccc3)c3c(NN4CCOCC4)ncnc32)cc1
 : 1.3, i, 0.7, 0.3, i, -0.5, -2.5, 6.6, 5.1, -1.9
[15] C[C@H](CO)N1C[C@H](C)[C@@H](CN(C)S(=O)(=O)c2cccs2)Oc2ccc(NC(=O)C3CC3)cc2C1=O
 : 7.5, i, -0.9, -2.9, i, 2.4, -2.3, 1.9, 3.8, 12.6
[16] COCCCN1C(=O)C(CC(=O)NCCN2CCOCC2)CC(C(=O)N(C(C)C)C(C)C)=C1C (stereo not drawn)
 : -0.5, i, -0.3, 1.1, i, 2.7, -1.0, -1.2, 0.8, /
[17] CN(C)c1ccc(-c2ccccc2)nn1
 : -2.0, i, -0.1, -0.3, i, 3.9, -5.5, 0.2, -13.1, -3.6
[18] O=c1[nH]c(O)c(/C=C2\C=Nc3ccccc32)[nH]1
 : -2.1, i, -1.5, -2.6, i, 1.6, 6.6, -2.9, -31.0, -10.1
[19] CC(C)(C)C1CCc2c(sc(NC(=O)c3cc(C4CC4)on3)c2C#N)C1 (stereo not drawn)
 : 0.3, /, 1.3, -1.8, i, 8.8, 4.8, 5.0, 3.9, -8.5
[20] Cc1ccc(S(=O)(=O)N(C)c2ccccc2C(=O)N2CCOCC2)cc1
 : -1.0, i, -0.1, 0.6, i, 2.1, -3.1, -10.7, -0.8, -4.2
[21] CC(C)n1cc(CN2CCC(C(=O)Nc3cccc(-c4cccc(Cl)c4)c3)CC2)cn1
 : 11.5*, i, 1.3, -0.2, i, -8.0, 0.1, -6.4, -9.4, 1.1
[22] CC(C)(C(=O)c1ccccc1)/[N+]([O-])=C/c1ccc(F)cc1
 : 2.3, i, -2.0, -2.1, i, 3.4, 7.5, -3.1, 1.6, -3.4
[23] CCNC(=S)NNc1nnc(-c2ccccc2)c(-c2ccccc2)n1
 : -3.6, i, -0.8, -0.6, i, -0.7, 2.2, 0.8, -13.5, -2.4
[24] CC(Oc1ccc(Br)cc1)C(=O)NNC(=O)CCN1CCN(c2ccccc2)CC1 (stereo not drawn)
 : 0.5, i, -1.8, -4.4, i, -0.1, -0.2, -2.5, -1.5, -2.0
[25] Cc1ccc2cccc(NC(=S)NC(=O)c3ccn(C)n3)c2n1
 : -4.0, i, 3.1, -0.3, i, -17.9, 4.6, 0.8, -2.4, -7.7
[26] COc1ccccc1NC(=O)C(C)Sc1nnnn1C (stereo not drawn)
 : -1.0, i, 0.0, -0.2, i, 2.7, 1.1, -3.7, 1.8, -4.8
[27] COc1cc(OC)c2c(c1)OC(=O)CC2c1ccc(C)cc1 (stereo not drawn)
 : -3.1, i, 0.0, -7.6, i, 1.8, -1.0, 2.3, -1.6, -4.0
[28] COc1ccc(CCNC(=O)C(C)SCc2ccccc2)cc1 (stereo not drawn)
 : 0.6, i, 0.0, -0.6, i, 4.5, -3.0, 3.3, 0.1, -8.7
[29] CSc1nnc(C)c(=O)n1COC(=O)COc1ccccc1F
 : -2.7, i, -1.6, -1.1, i, -1.2, 0.9, -8.3, -3.1, -0.3
[30] NNc1nc2sc3c(c2c(=O)[nH]1)CCc1ccccc1-3
 : -2.6, i, -0.4, 22.4, i, -19.0, 0.1, 14.4, 16.5, -2.7
[31] COc1ccc(-n2nc3cc(N)c(Br)cc3n2)cc1
 : -2.7, i, 2.8, -0.9, i, -37.7, -0.3, -1.1, -19.5, -3.9
[32] N=C1C(c2nc3ccccc3s2)=C(O)CN1C1CCCCC1
 : -1.5, i, -1.7, 0.1, i, 7.8, -0.5, -1.9, -9.1, -1.3
[33] CCOC(=O)C1CCCN(Cc2ccccc2OCC)C1 (stereo not drawn)
 : 9.4*, i, -1.4, 2.7, i, 2.1, 0.5, -3.5, -0.2, -3.4
[34] Cn1c(CC(=O)Nc2ccccc2)nnc1SCCOc1ccccc1
 : 1.8, i, 0.7, -4.9, i, 5.0, -3.3, -1.2, 0.8, -12.3
[35] CCS(=O)(=O)N1CCC(C(=O)NCCCN2CCCCCC2)CC1
 : 4.0, i, 0.7, 2.1, i, -13.4, -3.1, 0.5, 0.4, 0.3
[36] COc1cc(C#CC#CCN2CCCCC2)ccc1O
 : 2.1, i, -1.2, -0.1, i, -5.0, -1.8, -5.9, 1.2, 0.2
[37] CSc1cccc(NC(=S)NCCCO)c1
 : -5.0, i, -1.3, -6.7, i, -0.3, -0.5, -0.6, 4.4, -7.2
[38] Cc1c(NC(=O)c2cc(C3CC3)on2)c(=O)n(-c2ccccc2)n1C
 : -3.0, i, -0.9, 0.8, i, 12.7, -1.2, 1.4, 1.2, 3.5
[39] CCOC(=O)C1CCN(C(=O)c2cc(C(C)(C)C)nn2Cc2ccccc2)CC1
 : -0.4, i, -0.6, 0.0, i, 1.5, 0.3, -2.5, -2.2, -10.7
[40] O=C(c1ccc(Cl)cc1)N1CCN(CCc2ccccn2)CC1
 : 2.4, i, -1.0, -0.6, i, 1.4, -1.9, 4.0, -1.3, -3.0

Three structures already listed, arranged by molar mass, low to high.
Screens in order: Rin1 Abl inh, Neddylation inh, LMPTP block, CSN deneddyl inh, Rpn11 inh, DNMT1 inh, STEP inh, NadD block, SUMO1-SIM PPI, Scp1 inh
[36] COc1cc(C#CC#CCN2CCCCC2)ccc1O
 : 2.1, i, -1.2, -0.1, i, -5.0, -1.8, -5.9, 1.2, 0.2
[40] O=C(c1ccc(Cl)cc1)N1CCN(CCc2ccccn2)CC1
 : 2.4, i, -1.0, -0.6, i, 1.4, -1.9, 4.0, -1.3, -3.0
[35] CCS(=O)(=O)N1CCC(C(=O)NCCCN2CCCCCC2)CC1
 : 4.0, i, 0.7, 2.1, i, -13.4, -3.1, 0.5, 0.4, 0.3

The results go on:
Screens in order: Rin1 Abl inh, Neddylation inh, LMPTP block, CSN deneddyl inh, Rpn11 inh, DNMT1 inh, STEP inh, NadD block, SUMO1-SIM PPI, Scp1 inh
[41] CN1OC(CC(=O)O)N(c2ccc(Cl)cc2)C1=O (stereo not drawn)
 : 4.6, i, 0.7, 0.1, i, 4.1, -0.5, 0.7, -1.8, -6.1
[42] Cc1cccc(C)c1OCC(=O)NCC1COc2ccccc2O1 (stereo not drawn)
 : -0.6, i, 0.2, -6.4, i, 1.2, 0.7, -8.8, -3.5, -5.5
[43] Cc1cc(C(=O)OCC(=O)NCCC(C)C)c2ccccc2n1
 : 2.2, i, -1.2, 3.9, i, -0.8, -4.4, -6.2, -4.2, -6.5
[44] Cc1cccc(N(CC(=O)N/N=C/c2ccccc2C(=O)O)S(C)(=O)=O)c1C
 : 1.3, i, 0.8, 2.5, i, 0.1, -1.5, -1.1, -1.6, 0.9
[45] Cc1ccc2c3c1C(=O)C(=O)N3C(C)(C)CC2C (stereo not drawn)
 : 4.4, i, 1.3, -4.8, i, -1.1, -1.3, -2.9, -37.3, -0.1
[46] Cc1ccc(NC(=O)c2nc[nH]c2C(=O)NC2CCN(C(=O)OC(C)(C)C)CC2)cc1
 : 1.1, /, 0.5, -1.7, i, 3.5, -2.5, 5.2, 0.7, -7.1
[47] COc1cccc(CNC(=O)c2ccc(Cl)c(S(=O)(=O)N3CCOCC3)c2)c1
 : 0.4, i, 1.1, -1.6, i, 4.0, 0.9, -3.1, -0.4, 7.6
[48] O=C(Cc1c(F)cccc1Cl)N(Cc1ccccc1)c1ccccn1
 : 1.7, i, 0.3, -1.2, i, 1.4, 4.2, -0.5, 2.6, 0.6

Assay outcomes as filed in PubChem BioAssay.
